Screening results: PubChem BioAssay, The Scripps Research Institute Molecular Screening Center
LEDGF integ inh: blockers of LEDGF/p75-dependent integrase strand transfer – biochemical, TR-FRET, high throughput, primary screen; HIV-1 integrase (with human LEDGF/p75); TR-FRET IN-LEDGF/p75 DNA integration, Eu/Cy5; inhibition, % at 3.7 µM; hit rate 0.64% among 370,000; AID 743269, 2014;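 active = inhibition above the screen-wide mean plus 3 SD, cut at about 13% in these data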;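 also: signal is the Cy5 over europium emission ratio at 671 and 618 nm; 0% = plate median of compound wells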
Tn7 DDE FP: inhibitors of Tn7 peptide binding to fibrin DD(E), primary screen, biochemical, fluorescence polarization, human fibrin, Tn7 probe; Fibrinogen beta chain (Homo sapiens), P02675; inhibition, % at 8.3 µM; FP displacement of FITC-Tn7 peptide from fibrin DD(E); 0% = median of compound wells per plate; hit rate 0.13% among 370,000;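 active = inhibition above the mean of compounds falling within the control limits plus 3 SD of them, cut at about 14% in these data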;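 also: 0% = plate median of compound wells and 100% = 10 µM Aha-Tn7 peptide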
Target sequence (P02675 whole entry, looked up): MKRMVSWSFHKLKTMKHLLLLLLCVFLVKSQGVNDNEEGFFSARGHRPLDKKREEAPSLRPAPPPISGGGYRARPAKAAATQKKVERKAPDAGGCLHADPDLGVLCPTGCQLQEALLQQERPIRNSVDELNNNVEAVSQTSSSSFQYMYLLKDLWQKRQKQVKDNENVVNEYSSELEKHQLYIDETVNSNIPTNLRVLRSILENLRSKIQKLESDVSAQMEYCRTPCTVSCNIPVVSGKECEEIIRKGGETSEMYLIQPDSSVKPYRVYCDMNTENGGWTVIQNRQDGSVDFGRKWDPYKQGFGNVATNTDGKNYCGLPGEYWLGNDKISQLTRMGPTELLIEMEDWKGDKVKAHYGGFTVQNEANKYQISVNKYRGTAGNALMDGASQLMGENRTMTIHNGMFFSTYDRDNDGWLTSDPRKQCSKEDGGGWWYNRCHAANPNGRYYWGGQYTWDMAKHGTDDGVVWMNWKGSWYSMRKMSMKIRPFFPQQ
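system = human fibrin DD(E) protein | quantity = DD(E) 2 µM final | medium = Tris/NaCl/CaCl2 buffer, pH 7.8 | also added = labelled Tn7 tracer, 0.1 µM | compound dosing = single point at 8.3 µM | timing = compound with protein 10 min, then 3 h after probe, room temperature | signal = FP measurement | benchmarks = Aha-Tn7 high control | repeats = one replicate per compound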
ADAM10 inh: human ADAM10 inhibitors, primary screen, biochemical, QFRET, HTS. hit rate 0.62% among 370,000. Disintegrin and metalloproteinase domain-containing protein 10 (Homo sapiens), O14672. recombinant ADAM10, EDANS/DABCYL FRET peptide cleavage, 3 h. AID 720582, 2013. inhibition, % at 7 µM;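 active = inhibition above a per-campaign cutoff equal to the mean of compounds falling between control-based bounds plus 3 SD, cut at about 20% in these data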;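 also: 0% = DMSO wells while the 100% control is not disclosed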
proKLK7 act: proKLK7 zymogen activators, primary screen, biochemical, fluorescence intensity; Kallikrein-7 (Homo sapiens), P49862; purified proKLK7, EDANS-DABCYL substrate fluorescence; 100% is mature enzyme control, 0% vehicle; activation, % at 7 µM; hit rate 0.9% among 370,000; AID 652039, 2013;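 active = activation above the mean of all tested compounds plus 3 SD, computed per campaign excluding outliers beyond control limits, cut at about 13% in these data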
TDP2 inh: human TDP2 enzyme inhibitors, primary screen, biochemical, epi absorbance, recombinant enzyme | Tyrosyl-DNA phosphodiesterase 2 (Homo sapiens), O95551 | T5PNP hydrolysis, p-nitrophenol absorbance 415 nm | inhibition, % at 12.8 µM | hit rate 0.34% among 370,000;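 active = inhibition above the mean of all tested compounds plus 3 SD, set per campaign, cut at about 25% in these data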;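 also: 0% = DMSO with enzyme and 100% = buffer with substrate but no TDP2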
Target sequence (O95551 whole entry, looked up): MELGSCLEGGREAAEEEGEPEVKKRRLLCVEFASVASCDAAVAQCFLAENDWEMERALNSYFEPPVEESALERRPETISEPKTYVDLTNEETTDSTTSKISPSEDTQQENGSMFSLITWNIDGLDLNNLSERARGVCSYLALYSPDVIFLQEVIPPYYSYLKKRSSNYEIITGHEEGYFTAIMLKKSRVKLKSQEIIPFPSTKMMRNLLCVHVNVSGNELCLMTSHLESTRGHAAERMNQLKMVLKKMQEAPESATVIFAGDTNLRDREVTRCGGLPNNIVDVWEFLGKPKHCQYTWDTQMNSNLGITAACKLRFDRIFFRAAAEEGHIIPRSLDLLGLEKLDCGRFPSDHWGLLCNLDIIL
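Test system: Human TDP2 enzyme | Reagent: 5 mM T5PNP | Compound dosing: 12.8 µM single point, 1% DMSO | Incubation: Enzyme reaction with compound for 2 h at 37 °C | Technique: p-Nitrophenol epi absorbance | Read-out: % inhibition relative to enzyme-containing and enzyme-free wells | Benchmarks: High control without enzyme, low control DMSO plus TDP2 | Replicates: Singlicate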
Tn6 DDE FP: inhibitors of Tn6 peptide binding to fibrin DD(E), primary screen, biochemical, fluorescence polarization, human fibrin, Tn6 probe; Fibrin DD(E) TRITC-Tn6 fluorescence polarization displacement; inhibition, % at 8.3 µM; hit rate 0.21% among 370,000; AID 720509, 2013;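 active = inhibition above a per-campaign cutoff: mean of compounds within control limits plus 3 SD, cut at about 15% in these data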;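 also: 0% = median of all compound wells on the plate and 100% = blocking peptide control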
ASAP1 inh: inhibitors of human ASAP1 ArfGAP activity, primary screen, biochemical, fluorescence polarization; Arf-GAP with SH3 domain, ANK repeat and PH domain-containing protein 1 (Homo sapiens), …; ASAP1-stimulated ARF1 GTP hydrolysis, GDP FP detection; inhibition, % at 16.5 µM; hit rate 0.19% among 360,000; AID 624377, 2012; in the data active = inhibition above about 25%;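 also: 0% = vehicle with enzyme and substrate and 100% = no enzyme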
ADAM17 inh: ADAM17 inhibitors, primary screen, biochemical, QFRET; Disintegrin and metalloproteinase domain-containing protein 17 (Homo sapiens), P78536; recombinant ADAM17, EDANS/DABCYL FRET peptide cleavage; inhibition, % at 6.95 µM; hit rate 0.83% among 370,000;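 active = inhibition above the mean of compounds lying between control limits plus 3 SD, set per campaign, cut at about 8.5% in these data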;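 also: 0% = DMSO-only wells as the low control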
PLCg1 inh: PLC-gamma1 enzyme inhibitors, primary screen, biochemical, fluorescence, purified enzyme; fluorogenic substrate; inhibition, % at 12.2 µM; hit rate 0.84% among 370,000; in the data active = inhibition above about 9.5%
ARFGAP1 inh: inhibitors of rat ARFGAP1 GAP activity, primary screen, biochemical, fluorescence polarization, GDP tracer. ADP-ribosylation factor GTPase-activating protein 1 (Rattus norvegicus), Q62848. inhibition, % at 16.5 µM. Arfgap1-stimulated ARF1 GTP hydrolysis, GDP FP detection. hit rate 0.26% among 360,000;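 active = inhibition above a per-plate limit, mean inhibition of low control wells plus 3 SD, cut at about 25% in these data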;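 also: 0% = DMSO wells with enzyme and 100% = wells lacking Arfgap1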
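material = rat Arfgap1 catalytic domain, aa 1-136 | also added = human ARF1(Δ1-17)-GTP substrate | compound dosing = one concentration, 16.5 µM, DMSO 1.26% | times = GTP hydrolysis reaction 2 h at 25 °C | measured by = FP, GDP Alexa 633 tracer displaced from anti-GDP antibody, 620/688 nm | evaluation = percent inhibition of Arfgap1-stimulated GTP hydrolysis | replication = single well per compound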
An asterisk follows results filed as active; nt = not tested or not shown.

1. CCn1c(SCc2nc3ccccc3c(=O)[nH]2)nnc1C(C)NC(=O)c1ccccc1 (configuration not stated)
2. O=S1(=O)N[C@@H](Cc2ccccc2)COc2cc(N3CCSCC3)ccc21
3. COc1ccccc1/C=N/NC(=O)c1ccc(CN2C(=O)c3cccc4cccc2c34)cc1
4. Cc1[nH]c2ccc(C(=O)O)cc2c1C
5. CNC(=O)NC(=O)C(OC(=O)CCNS(=O)(=O)c1ccccc1)c1ccccc1 (configuration not stated)
6. COC(=O)C[C@H]1N(S(=O)(=O)c2ccc(C)cc2)C(C(C)C)CC1(C(=O)OC)C(=O)OC (some centres not stated)
7. COc1cccc(/C=C/C(=O)OCC(=O)Nc2cccc(S(=O)(=O)NC3=NCCCCC3)c2)c1
8. COc1ccc(NS(=O)(=O)c2ccc(N3CCCC3)c(NC(=S)Nc3ccc(SC(F)F)cc3)c2)cc1
9. CCOc1ccccc1N(CC(=O)Nc1cccnc1)S(C)(=O)=O
10. CN(C)CCCNCCNC(=O)/C=N\O
screen / no.	1	2	3	4	5	6	7	8	9	10
LEDGF integ inh	-1.9	-0.9	5.8	-3.2	2.1	1.7	1.4	-5.0	-1.3	-6.1
Tn7 DDE FP	2.1	-3.9	-1.3	-1.9	-0.6	0.4	3.3	11.4	-1.7	0.3
ADAM10 inh	-12.1	-1.7	-14.4	-16.3	5.8	-6.3	-161.2	9.2	-4.4	-6.4
proKLK7 act	-0.6	0.2	0.1	0.0	-0.1	0.5	-2.9	-1.1	0.3	0.2
TDP2 inh	-1.7	5.2	9.4	4.9	-4.2	-6.4	-1.5	2.8	2.2	-8.5
Tn6 DDE FP	14.6	11.4	5.6	4.5	13.1	-2.0	4.2	-2.5	-4.2	-5.2
ASAP1 inh	-5.5	0.3	0.3	-2.5	4.1	14.1	-2.9	-0.4	3.1	1.0
ADAM17 inh	-2.0	-2.4	-6.2	-7.4	-1.5	-1.7	-43.2	4.3	0.5	-3.9
PLCg1 inh	-0.9	-2.3	-141.2	-5.0	0.2	4.2	-129.7	-4.1	4.9	-0.4
ARFGAP1 inh	1.7	0.6	8.5	1.9	0.2	-0.1	-5.0	14.8	1.1	22.5

Given with bars between the fields: entries from further up
entry | Molecule | LEDGF integ inh | Tn7 DDE FP | ADAM10 inh | proKLK7 act | TDP2 inh | Tn6 DDE FP | ASAP1 inh | ADAM17 inh | PLCg1 inh | ARFGAP1 inh
6 | COC(=O)C[C@H]1N(S(=O)(=O)c2ccc(C)cc2)C(C(C)C)CC1(C(=O)OC)C(=O)OC (some centres not stated) | 1.7 | 0.4 | -6.3 | 0.5 | -6.4 | -2.0 | 14.1 | -1.7 | 4.2 | -0.1
7 | COc1cccc(/C=C/C(=O)OCC(=O)Nc2cccc(S(=O)(=O)NC3=NCCCCC3)c2)c1 | 1.4 | 3.3 | -161.2 | -2.9 | -1.5 | 4.2 | -2.9 | -43.2 | -129.7 | -5.0
8 | COc1ccc(NS(=O)(=O)c2ccc(N3CCCC3)c(NC(=S)Nc3ccc(SC(F)F)cc3)c2)cc1 | -5.0 | 11.4 | 9.2 | -1.1 | 2.8 | -2.5 | -0.4 | 4.3 | -4.1 | 14.8

In the list so far, 3 have four or more nitrogen atoms.
1. CCn1c(SCc2nc3ccccc3c(=O)[nH]2)nnc1C(C)NC(=O)c1ccccc1 (configuration not stated)
8. COc1ccc(NS(=O)(=O)c2ccc(N3CCCC3)c(NC(=S)Nc3ccc(SC(F)F)cc3)c2)cc1
10. CN(C)CCCNCCNC(=O)/C=N\O
screen / no.	1	8	10
LEDGF integ inh	-1.9	-5.0	-6.1
Tn7 DDE FP	2.1	11.4	0.3
ADAM10 inh	-12.1	9.2	-6.4
proKLK7 act	-0.6	-1.1	0.2
TDP2 inh	-1.7	2.8	-8.5
Tn6 DDE FP	14.6	-2.5	-5.2
ASAP1 inh	-5.5	-0.4	1.0
ADAM17 inh	-2.0	4.3	-3.9
PLCg1 inh	-0.9	-4.1	-0.4
ARFGAP1 inh	1.7	14.8	22.5

Carrying on.
11. Cc1cc(C)n(CCN(C)C(=O)CCc2nnc(-c3ccc4c(c3)OCO4)o2)n1
12. Cc1csc(NC(=O)CN2C(=O)c3ccccc3C2=O)c1C(N)=O
13. O=C(CSc1nnc(C2CC2)n1CC1CCCO1)Nc1cccc(Cl)c1 (configuration not stated)
14. O=C1NCCN/C1=C\C(=O)c1ccc(Cl)cc1
15. CCN(C(=O)CN1C(=S)NC(C)(C)CC1C)c1ccc(C)c(C)c1 (configuration not stated)
16. Cc1ccccc1CNC1CCC12CCC(c1ccccc1)CC2 (configuration not stated)
17. O=C(CN1CCN(S(=O)(=O)c2ccc(Br)cc2)CC1)N/N=C/c1cccs1
18. COc1ccc(C2C(C(=O)c3ccco3)=C(O)C(=O)N2c2nnc(C)s2)cc1OC (configuration not stated)
19. Cc1nnc2c3ccccc3c(-c3cccs3)nn12
20. O=C(Nc1ccnn1C1CCN(C(=O)Cc2cccc(Cl)c2)CC1)C1CC1
21. COc1ccccc1CNC(=O)c1ccc(OC(C)C)cc1
22. N#Cc1c(Cl)nc(N/N=C/c2ccccc2)c(Cl)c1Cl
23. CCC(C)(C)NC(=O)c1ccc(Br)o1
screen / no.	11	12	13	14	15	16	17	18	19	20	21	22	23
LEDGF integ inh	3.0	1.6	-3.5	-0.4	-6.1	2.5	-1.1	-0.2	0.0	0.6	2.7	0.1	0.0
Tn7 DDE FP	-9.1	1.5	0.5	5.4	-2.5	1.1	9.6	-2.5	5.4	7.3	3.8	-7.1	6.8
ADAM10 inh	8.4	1.0	-4.6	-0.6	-2.5	2.8	1.4	4.6	-3.4	0.9	-1.7	22.8*	-1.4
proKLK7 act	-0.2	0.8	-0.6	-0.9	1.0	nt	-0.3	0.7	0.7	-0.3	-0.4	-0.1	-0.8
TDP2 inh	-11.2	1.6	-8.1	-2.5	3.2	-7.7	0.7	-0.1	21.3	11.1	-7.5	-11.8	-7.5
Tn6 DDE FP	1.6	4.4	-5.4	-0.7	-3.9	2.7	0.4	4.0	-4.5	1.9	3.7	-5.4	-1.3
ASAP1 inh	-4.6	-11.5	-1.9	-4.2	13.3	nt	6.6	-4.4	-16.9	-12.7	-7.2	0.2	-11.2
ADAM17 inh	3.2	-0.2	-4.7	-2.8	-4.3	-0.7	-1.3	-0.6	-4.2	-2.5	-7.0	9.1*	-1.8
PLCg1 inh	3.4	1.7	2.2	4.3	-0.9	2.1	-2.4	-22.5	-1.8	-2.0	-1.1	-20.7	-1.1
ARFGAP1 inh	10.6	-7.5	-9.8	-2.7	4.8	nt	18.8	4.3	2.6	7.0	2.2	-0.8	-2.2
